Compound activity as filed in PubChem.
M1 PAM: human M1 muscarinic receptor positive allosteric modulators, primary screen, CHO-K1 cells, Fluo-8 calcium fluorescence, 1536-well; Muscarinic acetylcholine receptor M1 (Homo sapiens), P11229; CHO-K1 hM1, ACh EC20; 0% = ACh EC20, 100% = maximal ACh; activation, % at 3 µM; 360,000 compounds, 0.088% hits; AID 588819, 2011; in the data active = activation above about 19%, passing the limit was not always enough
Target sequence (P11229 whole entry, looked up): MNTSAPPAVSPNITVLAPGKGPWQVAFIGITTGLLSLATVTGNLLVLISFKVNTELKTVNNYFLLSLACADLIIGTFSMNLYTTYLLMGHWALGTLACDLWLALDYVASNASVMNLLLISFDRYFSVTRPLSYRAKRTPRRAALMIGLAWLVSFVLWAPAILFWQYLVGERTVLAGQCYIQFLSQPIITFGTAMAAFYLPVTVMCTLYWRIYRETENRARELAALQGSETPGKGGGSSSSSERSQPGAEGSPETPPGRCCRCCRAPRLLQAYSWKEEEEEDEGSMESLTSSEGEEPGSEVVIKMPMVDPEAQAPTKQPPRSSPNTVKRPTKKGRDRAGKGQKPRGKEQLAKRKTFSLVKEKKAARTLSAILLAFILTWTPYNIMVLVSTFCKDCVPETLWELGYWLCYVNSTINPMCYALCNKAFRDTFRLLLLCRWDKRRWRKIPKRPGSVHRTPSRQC
M1 ag: human M1 muscarinic receptor agonists, primary screen, Fluo-8 calcium fluorescence, CHO-K1 cells, HTS; Muscarinic acetylcholine receptor M1 (Homo sapiens), P11229; CHO-K1 hM1, agonist mode; 0% DMSO, 100% acetylcholine EC100; activation, % at 3 µM; 360,000 compounds, 0.33% hits;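 active = activation above the run's mean compound activation plus 3 SD, cut at about 16% in these data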;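 note: peak over basal fluorescence ratio within a 140 s kinetic read after compound addition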
M1 antag: human M1 muscarinic receptor antagonists, primary screen, CHO-K1 cells, Fluo-8 calcium fluorescence, 1536-well; Muscarinic acetylcholine receptor M1 (Homo sapiens), P11229; CHO-K1 hM1, ACh EC80 antagonist; inhibition, % at 3 µM; 360,000 compounds, 1.3% hits; AID 588852, 2011;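 active = percent inhibition above its own plate's cutoff, namely the mean of that plate's compound wells plus 3 SD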;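 note: peak over basal fluorescence ratio during 140 s after agonist addition; 0% = ACh EC80 plus DMSO and 100% = DMSO alone without agonist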
CHO-K1 Ca PAM: nonselective calcium activators in parental CHO-K1 cells, primary screen, counter-screen for M1 PAM project, cell-based, Fluo-8 calcium fluorescence, full deck, 1536-well. ATP EC20; 0% at ATP EC20, 100% at ATP max. activation, % at 3 µM. 360,000 compounds, 0.02% hits;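 active = activation above the run cutoff, the mean activation of all test compounds plus 3 SD, cut at about 40% in these data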;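 note: peak over basal fluorescence ratio in a 140 s read after ATP addition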
TAAR1 agonist: human TAAR1 agonists, primary screen, Fluo-8 calcium fluorescence, CHO RD-HGA16 cells; Trace amine-associated receptor 1 (Homo sapiens), Q96RJ0; vehicle wells 0%, saturating PEA agonist 100%; activation, % at 3 µM; 360,000 compounds, 0.99% hits; AID 624467, 2012;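 active = activation above the mean activation of all test compounds in the run plus 3 SD, cut at about 38% in these data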
Target sequence (Q96RJ0 whole entry, looked up): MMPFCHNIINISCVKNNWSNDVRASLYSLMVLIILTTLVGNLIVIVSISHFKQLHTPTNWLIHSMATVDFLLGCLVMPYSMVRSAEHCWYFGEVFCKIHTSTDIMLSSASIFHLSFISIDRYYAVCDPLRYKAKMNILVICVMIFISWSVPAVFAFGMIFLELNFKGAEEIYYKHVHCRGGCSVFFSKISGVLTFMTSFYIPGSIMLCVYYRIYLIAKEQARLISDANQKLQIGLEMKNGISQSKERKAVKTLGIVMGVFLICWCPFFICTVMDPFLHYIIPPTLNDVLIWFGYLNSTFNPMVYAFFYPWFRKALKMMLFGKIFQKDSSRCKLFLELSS
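Test system: RD-HGA16 (CHO) cells co-expressing Gα16 and hTAAR1 | Doses: Single dose, 3 µM | Schedule: 17-24 h seeding, 75 min 37 °C dye, 30 min RT | Evaluation: % activation from peak over basal fluorescence ratio, DMSO-to-PEA scaled | Technique: Kinetic Fluo-8 calcium fluorescence | Benchmarks: Low control DMSO, high control PEA (EC100)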
CHO parental Ca: ATP-evoked calcium signal inhibitors, parental CHO, primary screen, counter-screen for OX1R antagonist project, cell-based, fluorescence, Fluo-8 calcium dye | 330,000 compounds, 0.63% hits | parental CHO-K1, ATP-induced calcium, Fluo-8 fluorescence | AID 463079, 2010 | inhibition, % at 5.6 µM;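 active = inhibition above that plate's mean sample inhibition plus 3 SD, cut at about 26% in these data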;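 note: 0% = ATP-challenged DMSO wells and 100% = DMSO wells without ATP; some compounds past the cut are filed as inactive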
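Assay system: parental CHO cells; Read-out basis: percent inhibition of ATP-evoked calcium rise, normalized to controls; Benchmarks: ATP and no-ATP DMSO wells; Compound dosing: single nominal dose of 5.6 µM per compound; Signal: Fluo-8 calcium dye fluorescence; Also added: ATP as calcium-mobilizing challenge; Repeats: singlicate.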
TAAR1 antag: human TAAR1 antagonists, primary screen, Fluo-8 calcium fluorescence, CHO RD-HGA16 cells; Trace amine-associated receptor 1 (Homo sapiens), Q96RJ0; 360,000 compounds, 1.5% hits; antagonist; inhibition, % at 3 µM;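 active = inhibition above a per-plate cutoff, the mean inhibition of test compounds on that plate plus 3 SD, cut at about 49% in these data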;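 note: 0% = DMSO plus EC80 beta-PEA response and 100% = DMSO alone without agonist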
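Test system – hTAAR1-expressing CHO RD-HGA16 cells, Gα16-coupled · Reagent – β-PEA at EC80 concentration, post-compound challenge · Compound dosing – 3 µM, single point · Timing – 140 s kinetic read after compound, 140 s after agonist · Detection – Fluo-8 intracellular calcium dye fluorescence, real-time kinetic reads · Control set – DMSO and EC80 PEA controls · Repeats – n of 1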
M1 ag parental: counter-screen for M1 agonists: effect in parental CHO-K1 cells; Fluo-8 calcium fluorescence; scaled to maximal ATP response, vehicle zero; 360,000 compounds, 0.48% hits; AID 602248, 2012; activation, % at 3 µM; in the data active = activation above about 15%;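 note: untransfected CHO-K1 host cells lacking M1 receptor as counterscreen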
CHO-K1 Ca antag: counter-screen for M1 antagonists: effect in parental CHO-K1 cells | inhibition, % at 3 µM | AID 602250 | ATP-induced calcium, Fluo-8 fluorescence | 360,000 compounds, 0.6% hits;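 active = inhibition above a per-plate cutoff, the plate's mean sample inhibition plus 3 SD, cut at about 24% in these data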;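 note: 0% = DMSO plus EC80 ATP and 100% = DMSO alone without ATP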
Active calls of the source: *; nt = no result given.

SMILES	M1 PAM	M1 ag	M1 antag	CHO-K1 Ca PAM	TAAR1 agonist	CHO parental Ca	TAAR1 antag	M1 ag parental	CHO-K1 Ca antag
COc1cccc(-c2cc(=O)c3cc(NC(=O)c4ccc(Cl)cc4)ccc3[nH]2)c1	-4	-3	10	-14	14	4	1	-0.3	3
Cc1ccc2cc(C#N)c(N3CCN(C)CC3)nc2c1	5	-3	-5	7	18	0	1	0.2	0
CN(C)S(=O)(=O)c1cc(NC(=O)CN2CCN(c3ccccc3)CC2)ccc1Cl	-3	-11	2	19	5	-6	1	1.0	-7
CCN(CC(=O)Nc1c(F)cccc1F)C(=O)c1ccc(N2CCCC2=O)cc1	5	0	-5	11	0	-5	2	0.5	-4
O=C(OCCN1CCCCC1)c1ccccc1Cl	-16	-6	20	6	4	-8	-1	-0.1	-3
CCC(=O)c1cn(CC(=O)NCc2ccco2)c2ccccc12	9	-1	8	12	14	-11	-12	0.0	-9
Cc1ccc2cn[nH]c2c1N	7	-6	-6	23	3	-1	-17	0.5	-12
CCc1ccc(C(=O)CCC2CCCCC2=O)cc1 (stereo unspecified)	-1	-5	-4	10	nt	-15	nt	0.1	-13
CCN(CC)C(=O)C1=C(C)N(CCCN2CCCC2=O)C(=O)C(CC(=O)NC2CC2)C1 (stereo unspecified)	5	-1	-7	11	2	nt	-15	-0.1	-7
CC(=O)c1ccc(NC(=S)N2CCN(CCN3C(=O)c4cccc5cccc(c45)C3=O)CC2)cc1	5	-4	2	7	-1	-12	4	0.3	0
COc1ccc(C(=O)N2CCC(C(=O)O)CC2)cc1	9	-5	-7	18	4	-1	-8	0.7	-11
CC(/C=N/NC(=O)c1ccccc1C)=C\c1ccccc1	6	-3	-8	9	3	-9	-26	0.2	-7
O=C(NCc1cccc(C(F)(F)F)c1)N1CCN(S(=O)(=O)c2ccccc2F)CC1	3	-5	-3	13	3	-24	0	8.0	-16
CN1CCN(S(=O)(=O)c2ccc(N(C)Cc3ccc(C(F)(F)F)cc3)c([N+](=O)[O-])c2)CC1	-4	1	9	5	10	10	2	9.6	-8
COc1cccc2c(SCC(=O)N/N=C/c3ccccc3)cc(C)nc12	6	-7	-6	17	7	-10	14	2.0	-2

Ordered by value in M1 PAM (falling): three of the compounds above
mol	M1 PAM
COc1ccc(C(=O)N2CCC(C(=O)O)CC2)cc1	9
CCc1ccc(C(=O)CCC2CCCCC2=O)cc1 (stereo unspecified)	-1
CN1CCN(S(=O)(=O)c2ccc(N(C)Cc3ccc(C(F)(F)F)cc3)c([N+](=O)[O-])c2)CC1	-4

(next part)
SMILES	M1 PAM	M1 ag	M1 antag	CHO-K1 Ca PAM	TAAR1 agonist	CHO parental Ca	TAAR1 antag	M1 ag parental	CHO-K1 Ca antag
COc1ccc(NC(=O)Nc2ccc3c(c2)CC(=O)N([C@H](C)CO)C[C@H](C)[C@H](CN(C)Cc2ccc(C(=O)O)cc2)O3)cc1	5	-6	-2	19	3	-1	10	0.2	-11
CCOC(=O)[C@@H]1[C@H]2COc3ccc(Br)cc3[C@H]2N2C(=O)N(c3ccc(F)cc3)C(=O)[C@@]12C	6	0	1	-10	nt	-10	nt	-0.1	1
CC(C)OC(=O)CC1C(=O)NCCN1C(=S)NC(=O)c1ccc(F)cc1 (stereo unspecified)	2	-5	-3	7	-1	6	8	-0.1	-4
O=C(NC1CCN(c2ncccn2)CC1)c1ccccc1F	12	-1	-9	-12	0	-7	-10	-0.3	16
Cc1ccc(CNC(=O)c2ccc(CS(=O)Cc3ccccc3Cl)o2)cc1 (stereo unspecified)	-3	0	-2	-14	13	-22	10	6.5	-15
COc1cccc(NC(=O)Nc2nnc(Cc3ccccc3F)s2)c1	6	-1	-11	-10	3	-14	11	0.3	6
CCCCN(C)C(=O)Cn1cnc2sc(C)c(S(=O)(=O)N3CCN(c4ccccc4OC)CC3)c2c1=O	11	-3	-13	10	9	-3	23	1.4	-14
CCOC(=O)C1C(C(C)=O)=C(c2ccccc2)c2ccccc2N1S(=O)(=O)C(F)(F)F (stereo unspecified)	3	-10	-9	12	0	-30	-12	0.1	-5
COc1ccc(CCNC(=O)c2cn(C)c3ccc(S(=O)(=O)N4CCOCC4)cc3c2=O)cc1OC	11	-2	-17	8	5	-30	0	1.4	-18
Cc1ccc(-n2c(C)nnc2SCC(=O)N2CCc3ccccc3C2)cc1	4	-11	-1	21	0	-10	-14	1.4	-5
Cc1c(-c2ccnc3cc(C(=O)O)nn23)cnn1C	6	-6	-2	12	0	-2	7	1.0	-15
CC(C)c1ccc(NC(=O)CNC(=O)Cn2cnc3ccccc3c2=O)cc1	0	-4	-3	20	2	-10	-23	0.7	-10
CC(NC(=O)COC(=O)CC(c1ccccc1)c1ccccc1)c1ccccc1 (stereo unspecified)	-2	-5	4	15	7	12	20	2.3	1
O=C(Nc1cccc(C(=O)NC2CC2)c1)c1ccccc1	4	-4	0	12	1	nt	-13	0.7	-12
N#CC1=C(N)Oc2n[nH]c(-c3ccc(F)cc3)c2C1c1cccnc1 (stereo unspecified)	9	-3	-24	22	0	nt	-3	1.8	-5
O=C(C1CCN(Cc2nc(-c3ccc(Cl)cc3)no2)CC1)N1CCOCC1	5	-1	-11	10	0	-16	-8	4.1	-9
COC(=O)CSc1snnc1-c1ccc(Cl)c(Cl)c1	-5	-4	4	-4	9	-7	20	1.4	3
O=C(Nc1ccc(C(=O)N2CCN(c3ccncc3)CC2)cc1)c1ccc(Br)o1	nt	nt	nt	-2	4	nt	-20	-0.1	-18
C/C=C(/C)C(=O)O[C@@H]1c2c(ccc3ccc(=O)oc23)OC(C)(C)[C@@H]1OC(C)=O	-1	-2	-28	0	25	-2	29	3.1	-1
O=C(O)c1cccc2c1C(=O)c1ccc(N3CCN(Cc4ccc5c(c4)OCO5)CC3)cc1S2(=O)=O	-2	-6	-3	16	0	nt	-13	3.0	1
CCn1c(SCC(=O)O)nc2ccccc21	8	-2	-12	22	1	5	12	1.8	-23
O=C(O)CCCC1(C(=O)O)CCCC1	3	-1	-9	-25	2	nt	-6	0.1	1
Fc1ccc(-c2nnn(Cc3ccc(F)cc3Cl)n2)cc1	1	-6	-4	12	-2	-16	0	-0.3	-12
Cc1csc2nc(SCC(=O)Nc3ccccc3F)[nH]c(=O)c12	-5	-1	11	5	1	-21	-14	0.6	21
O=C(COC(=O)c1ccc(O)cc1O)Nc1ncc(Cl)cc1Cl	10	10	-25	3	17	-9	13	3.5	-5
Cc1ccc(C2CC(c3cccs3)=NN2C(=O)c2ccco2)o1 (stereo unspecified)	10	-10	-8	24	12	-18	-3	-0.3	-12
Nc1cc(C(=O)OCC(=O)N2CCC(Cc3ccccc3)CC2)ccc1Cl	4	-6	-9	5	2	-14	12	0.3	-16
Cc1ccccc1OCC(O)CN1CCN(c2ccc(Cl)cc2)CC1 (stereo unspecified)	5	2	-8	2	-2	-28	0	4.2	-21
OCC1OC(n2nnc3ccccc32)C(O)C(O)C1O (stereo unspecified)	9	-3	-8	17	5	4	-3	0.5	-4
CCc1nnc(NC(=O)CCn2cnc3ccccc3c2=O)s1	8	-7	-6	17	6	-14	5	8.2	-4
CC(=O)N(CCN(C(C)=O)c1ccccc1)c1ccccc1	0	-1	7	-3	12	-19	0	-0.5	-9
COCCCNC(=O)C1CCCN(C(=O)Nc2ccc(OC)cc2)C1 (stereo unspecified)	8	-5	-1	11	7	-3	-8	-0.2	-4
COC(=O)c1cccc(-n2cnnn2)c1	6	-2	-3	9	1	5	-6	0.1	-3
O=S(=O)(NCCC1=CCCCC1)c1ccccc1Cl	13	-7	-14	12	13	-20	-12	-0.9	-14
Cc1ccc(-c2csc(NC(CO)c3nc4ccccc4n3CCOCCO)n2)cc1 (stereo unspecified)	13	0	-3	-12	13	-15	4	-0.5	5
CSc1nc(N)nc(C(C)C)n1	8	-7	-15	18	4	2	-13	0.8	-14
Cc1cc(C)c2c(N=NN3CCOCC3)[nH]nc2n1	-2	-3	8	22	4	-1	-8	1.2	-8
COCCCNC(=O)CCN1N=C(c2ccccc2)CCC1=O	-4	-2	3	-6	2	6	3	4.1	-7
O=C(O)c1ccc(/C=N/N2CCN(Cc3cccc4ccccc34)CC2)cc1	-3	-5	3	-12	0	-2	8	-0.8	10
COc1ccc(C2N(S(=O)(=O)c3ccc(C)cc3)CCN2S(=O)(=O)c2ccc(C)cc2)cc1	9	-5	-11	-4	7	-10	-11	-0.2	9
CCOc1cc(NC(=S)NC)c(OCC)cc1NC(=O)c1ccco1	-2	-1	-6	13	3	-17	9	-0.3	-8
C=CCNC(=O)c1ccc(C)cc1Cl	9	-4	-2	-2	13	2	-7	-0.3	-5
COC(=O)[C@]12CCCCC=C1N(Cc1ccco1)C(=O)[C@H](CC(=O)NCC1CCCCC1)C2	nt	nt	nt	17	6	nt	13	12	-21
Cc1cc(SCc2ccccc2F)nc(=O)[nH]1	11	-1	-12	19	4	-7	-32	0.9	-27
COC(=O)c1cc(NC(=O)c2ccco2)ccc1N1CCOCC1	10	0	-11	12	7	-8	-17	1.6	-5
Cc1c(C(=O)N2CCC(C)CC2)sc2ncn(CC(=O)N3CCC(C)CC3)c(=O)c12	3	-3	-5	-14	0	-28	-18	0.8	-15
CCC(=O)Nc1ccc(C(=O)Nc2ccc3c(c2)C(=O)N(CC2CCCO2)C3=O)cc1 (stereo unspecified)	-2	1	-24	1	7	-12	4	1.6	12
Cc1noc(NS(=O)(=O)c2ccc(NS(=O)(=O)c3ccc(C(C)(C)C)cc3)cc2)c1C	2	-5	-5	7	0	nt	-17	0.1	-2
CCN(CC)C(=O)Cn1cc(C(=O)C(=O)Nc2ccc3c(c2)OCCO3)c2ccccc21	-2	0	3	-8	6	-12	11	4.1	2
O=C1N[C@@H](Cc2ccccc2)C(=O)N2[C@@H]1C[C@@]1(Br)c3ccccc3N(S(=O)(=O)c3ccccc3)[C@@H]21	4	-4	-1	15	9	-17	-6	0.6	-18
O=C(NCc1cccnc1)c1ccccc1NC(=O)c1c(F)cccc1F	9	1	-15	1	2	-10	-18	1.5	-6

This is a random part of the collection (roughly 4.4% active in at least one column).
